CHO-K1 Ca antag = M1 antagonist counterscreen hit in parental CHO-K1 cells. inhibition, % at 3 µM. 360,000 tested, 0.6% active. ATP-induced calcium, Fluo-8 fluorescence. AID 602250;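 active = inhibition above a per-plate cutoff, the plate's mean sample inhibition plus 3 SD, cut at about 24% in these data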;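 also: 0% = DMSO plus EC80 ATP and 100% = DMSO alone without ATP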
M5 antag = human M5 muscarinic receptor antagonists, primary screen, CHO cells, Fluo-8 calcium fluorescence; Muscarinic acetylcholine receptor M5 (Homo sapiens), P08912; CHO-hM5 cells, ACh EC80; inhibition, % at 3 µM; 360,000 tested, 0.59% active;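 active = inhibition above a per-plate cutoff, the mean of that plate's test compounds plus 3 SD, cut at about 27% in these data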;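 also: 0% = acetylcholine EC80 with DMSO and 100% = DMSO without agonist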
Target sequence (P08912 whole entry, looked up): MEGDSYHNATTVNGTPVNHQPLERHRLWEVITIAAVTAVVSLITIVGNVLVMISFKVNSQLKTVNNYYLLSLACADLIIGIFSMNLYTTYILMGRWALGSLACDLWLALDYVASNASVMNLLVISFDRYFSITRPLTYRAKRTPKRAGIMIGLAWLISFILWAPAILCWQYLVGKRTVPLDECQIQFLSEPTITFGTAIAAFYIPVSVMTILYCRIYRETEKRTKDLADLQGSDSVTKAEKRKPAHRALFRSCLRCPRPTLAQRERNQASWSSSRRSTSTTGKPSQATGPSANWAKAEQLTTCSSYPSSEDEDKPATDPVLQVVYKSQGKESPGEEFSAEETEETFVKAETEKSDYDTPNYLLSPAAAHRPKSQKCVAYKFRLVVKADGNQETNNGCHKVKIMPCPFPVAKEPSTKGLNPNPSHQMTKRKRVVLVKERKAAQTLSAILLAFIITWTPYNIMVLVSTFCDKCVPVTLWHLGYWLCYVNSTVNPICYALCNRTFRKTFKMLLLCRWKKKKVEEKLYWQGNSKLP
M5 PAM = human M5 muscarinic receptor positive allosteric modulators, primary screen, CHO-K1 cells, Fluo-8 calcium fluorescence. 360,000 tested, 0.3% active. CHO-K1 hM5, ACh EC20 PAM; 0% = ACh EC20, 100% = ACh EC100. activation, % at 3 µM. Muscarinic acetylcholine receptor M5 (Homo sapiens), P08912. AID 624038, 2012;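 active = activation above the run cutoff, the mean activation of all test compounds plus 3 SD, cut at about 18% in these data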
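System – CHO-K1 hM5 cells · Compound – 3 µM, single dose · Incubation – compound preincubation 140 s before EC20 acetylcholine addition · Technique – Fluo-8 calcium fluorescence · Measure – Max/basal fluorescence ratio as % of EC20–EC100 ACh window · Benchmarks – low control EC20 acetylcholine (0%), high control EC100 acetylcholine (100%) · Replication – singlicate, one well per test compound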
CHO-K1 Ca ag = counter-screen for M1 agonists: effect in parental CHO-K1 cells; Fluo-8 calcium fluorescence; scaled to maximal ATP response, vehicle zero; activation, % at 3 µM; 360,000 tested, 0.48% active; AID 602248, 2012; in the data active = activation above about 15%;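 also: untransfected CHO-K1 host cells lacking M1 receptor as counterscreen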
CHO-K1 Ca PAM = nonselective calcium activators in parental CHO-K1 cells, primary screen, counter-screen for M1 PAM project, cell-based, Fluo-8 calcium fluorescence, full deck, 1536-well; ATP EC20; 0% at ATP EC20, 100% at ATP max; AID 602247, 2012; 360,000 tested, 0.02% active; activation, % at 3 µM;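 active = activation above the run cutoff, the mean activation of all test compounds plus 3 SD, cut at about 40% in these data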;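 also: peak over basal fluorescence ratio in a 140 s read after ATP addition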
CHRM5 agonist = human M5 muscarinic receptor agonists, primary screen, CHO-K1 cells, Fluo-8 calcium fluorescence | Muscarinic acetylcholine receptor M5 (Homo sapiens), P08912 | CHO-K1 hM5 cells; 0% DMSO wells, 100% maximal acetylcholine response | activation, % at 3 µM | 360,000 tested, 0.19% active | AID 624037, 2012;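 active = activation above the run's mean over test compounds plus 3 SD, cut at about 23% in these data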;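 also: signal is peak over basal fluorescence ratio across the kinetic read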
M4 ag = human M4 muscarinic receptor agonists, primary screen, CHO-K1 cells, Fluo-8 calcium fluorescence | Muscarinic acetylcholine receptor M4 (Homo sapiens), P08173 | CHO-K1 hM4/Gqi5; vehicle 0%, full acetylcholine response 100% | activation, % at 3 µM | 360,000 tested, 0.14% active | AID 624127, 2012;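 active = activation above the run mean over all test wells plus 3 SD, cut at about 32% in these data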;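 also: peak over basal fluorescence ratio per well then scaled between controls; 0% = DMSO wells and 100% = acetylcholine at EC100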
Target sequence (P08173 whole entry, looked up): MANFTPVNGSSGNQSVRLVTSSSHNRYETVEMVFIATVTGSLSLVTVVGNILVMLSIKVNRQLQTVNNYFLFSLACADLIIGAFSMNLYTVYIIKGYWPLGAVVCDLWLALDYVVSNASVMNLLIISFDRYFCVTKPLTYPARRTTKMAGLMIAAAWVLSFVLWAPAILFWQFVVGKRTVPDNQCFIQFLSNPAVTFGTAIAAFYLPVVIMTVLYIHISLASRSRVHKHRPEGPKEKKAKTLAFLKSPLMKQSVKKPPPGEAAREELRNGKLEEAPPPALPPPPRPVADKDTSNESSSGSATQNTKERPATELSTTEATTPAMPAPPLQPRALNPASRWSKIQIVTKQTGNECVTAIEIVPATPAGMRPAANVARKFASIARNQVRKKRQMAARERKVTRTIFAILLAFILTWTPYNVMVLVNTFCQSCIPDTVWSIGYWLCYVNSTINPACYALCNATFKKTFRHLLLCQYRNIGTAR
M4 antag = human M4 muscarinic receptor antagonists, primary screen, CHO cells, Fluo-8 calcium fluorescence. CHO-hM4 cells, ACh EC80. Muscarinic acetylcholine receptor M4 (Homo sapiens), P08173. inhibition, % at 3 µM. 360,000 tested, 0.73% active;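 active = inhibition above its plate's cutoff, the mean inhibition of sample wells plus 3 SD, cut at about 27% in these data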;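 also: 0% = acetylcholine EC80 with DMSO and 100% = DMSO without agonist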
M4 PAM = human M4 muscarinic receptor positive allosteric modulators, primary screen, CHO-K1 cells, Fluo-8 calcium fluorescence; 360,000 tested, 0.4% active; Muscarinic acetylcholine receptor M4 (Homo sapiens), P08173; activation, % at 3 µM; CHO-K1 hM4/Gqi5, ACh EC20; 0% = ACh EC20, 100% = maximal ACh; AID 624126, 2012;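 active = activation above its plate's cutoff, the mean activation of sample wells plus 3 SD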; also: some results filed as inactive read as strong as hits
* hit, by the source's call.

SMILES	CHO-K1 Ca antag	M5 antag	M5 PAM	CHO-K1 Ca ag	CHO-K1 Ca PAM	CHRM5 agonist	M4 ag	M4 antag	M4 PAM
COc1ccc(-c2ccc3c(c2)c(Sc2ccccc2)c(-c2ccccc2)n3C)cn1	-17	3	-8	1.4	21	0	1	-3	-3
Cc1ccccc1C(=O)NNC(=O)CCc1ccccc1	-12	-7	9	-0.1	16	0	1	-11	5
CCOc1ccc(N(CC(=O)Nc2ccccc2C(=O)NC(C)CC)S(C)(=O)=O)cc1 (stereo unspecified)	3	2	4	0.8	-4	0	2	-15	8
CC[n+]1c(P(=O)([O-])c2ccccc2)[nH]c2ccccc21	-15	1	5	0.3	-6	-4	0	3	0
COCCCn1c(=O)c2ccccc2n(Cc2cccc(C)c2)c1=O	7	6	-2	2.2	-5	-1	0	7	-2
CNc1nc(-c2ccc3c(c2)CCN3C(=O)CC(C)(C)C)c(C)s1	-18	9	2	0.0	28	-3	1	-3	8
CCN(C(=O)CN1C(=O)NC(c2ccccc2)(c2ccc(C)c(C)c2)C1=O)C1CCS(=O)(=O)C1 (stereo unspecified)	1	-2	11	0.1	7	0	0	4	6
COc1ccccc1OCc1cc(C(=O)NCc2ccc(N3CCCC3=O)cc2)no1	15	7	-5	0.7	27	-4	5	-15	3
Cn1c(C(=O)OC(C(=O)NC2CCCC2)c2ccncc2)cc2sccc21 (stereo unspecified)	-5	-4	7	-0.8	-4	4	-2	1	4
COc1cc(-c2cc(C(=O)N(C)Cc3ccccc3)c3ccccc3n2)cc(OC)c1OC	6	15	-6	4.8	-2	1	15	12	-16
COc1ccc(C2(O)CC3CCC(C2)N3c2nc(C)cc(C)c2C#N)cc1 (stereo unspecified)	-7	8	-8	0.0	17	-2	-1	4	-8
Cc1cc(NC(=O)COc2ccccc2)n(-c2ccccc2)n1	-14	-8	0	0.9	30	-1	1	-8	6
COc1ccc(S(=O)(=O)N(C)CC(=O)N2CCCCCC2)cc1	-11	12	-3	0.3	-1	-3	0	7	-7
COC(=O)c1cn(NC(=O)Cc2cccc(C(F)(F)F)c2)c(=O)c2ccccc12	-11	5	-1	0.2	12	1	0	-9	1
COc1cc(C2c3c(-c4ccccc4O)n[nH]c3C(=O)N2Cc2ccco2)cc(OC)c1OC (stereo unspecified)	-8	0	4	1.1	24	0	1	-3	2
COc1cc(C(=O)NC(=S)Nc2ccc(N3CCCC3)cc2)cc(OC)c1OC	0	4	-4	-0.3	4	-1	1	5	-2
CCCCn1c2nc3ccccc3nc2c2c(=O)n(-c3ccccc3)cnc21	-3	7	-2	0.4	18	-3	1	-3	6
COc1ccc(C)cc1NC(=O)C1CCN(C(=O)c2ccco2)CC1	-7	0	8	-0.7	0	-1	0	-3	-2
COc1ccc(NS(=O)(=O)c2cn(C)cn2)cc1	-4	8	1	0.0	-3	-3	0	1	4
COc1cc(/C=C/c2ccc3cccc(OC)c3n2)c(O)c([N+](=O)[O-])c1	-14	2	6	0.5	6	0	1	0	7
CCN(CC)S(=O)(=O)c1cc(C(=O)N2CCc3ccccc32)ccc1Cl	3	5	-8	2.6	12	0	5	-12	4
CC(C)CNC(=O)CCCc1ccccc1	-9	2	3	0.2	17	-1	0	-5	18
CCN(CC(=O)Nc1ccc2c(c1)OCCO2)Cc1cc(=O)oc2cc(C)c(C)cc12	-17	-3	2	1.4	22	0	2	-8	6
CC(C)c1ccc(NC(=O)CCN2C(=O)[C@@H]3Cc4ccccc4CN3C2=O)cc1	-12	-2	-2	2.0	-10	0	10	-7	2
CNC(=S)NN=C(C)CCCC(C)=NNC(=S)NC	6	3	-4	-0.4	-6	2	2	-13	1
COc1ccccc1C(=O)NNC(=O)c1ccccc1[N+](=O)[O-]	-9	-1	-2	0.3	4	-2	1	0	3
Cc1cc(C(=O)NCC2COc3ccccc3O2)c2ccccc2n1 (stereo unspecified)	8	6	-3	11	7	0	3	-1	-1
CC(=O)N(Cc1c(C)nn(-c2ccccc2)c1Cl)c1ccc(Cl)cc1	-8	2	-8	0.5	14	-5	-1	2	-5
CCOc1ccccc1CN1CCN(Cc2csc(C(C)=O)c2)CC1CCO (stereo unspecified)	-5	-2	-6	-0.3	-8	-5	0	2	-6
CCOc1ccc(-n2c(Cc3cc(=O)[nH]c(=O)[nH]3)nnc2SC(C)C)cc1	8	-2	4	0.1	22	3	0	3	2
CCn1c(SCC(=O)NC2CC2)nnc1-c1csc(C)c1	-6	9	-1	0.9	3	-3	0	6	0
Nc1cc(C(=O)OCC(=O)NCCNC(=O)COC(=O)c2ccc(Cl)c(N)c2)ccc1Cl	-5	6	0	0.7	-18	0	2	4	-5
O=C(O)/C=C\C(=O)Nc1ccc(N2CCN(c3cccc(Cl)c3)CC2)cc1	4	-17	-1	-0.4	11	-4	0	6	-7
Cn1c(CCNC(=O)C2CCCCC2)nc2cc(NC(=O)c3cccs3)ccc21	-14	5	10	0.2	8	1	1	-10	7
Cc1cc(C)cc(NC(=S)N(C)C)c1	-9	-1	4	1.1	19	0	0	-7	3
Clc1ccc(-n2cccc2/C=N/n2cnnc2)cc1	-9	1	1	0.3	14	-3	0	-17	9
CCOc1ccccc1Oc1coc2cc(OCC(=O)O)ccc2c1=O	2	-4	-1	0.4	15	-3	0	2	-3
COc1ccc(S(=O)(=O)N2CCCCCC2)cc1N	-12	3	8	0.6	6	4	2	-3	1
CCOC(=O)Cn1c2ccccc2c2nc(C)sc21	-19	2	7	1.1	18	-3	1	-11	7
O=C(NC1CCCCCC1)c1ccc(CN2CCOCC2)cc1	24	2	-2	0.1	-7	1	4	12	-1
O=C(NC1CCCc2c1cnn2-c1ccccc1F)c1ccccc1N1CCOCC1 (stereo unspecified)	-14	-13	9	1.6	10	-3	5	-18	2
Cc1c(N(C)S(=O)(=O)c2cc(C(=O)NCC3CCCO3)ccc2Cl)c(=O)n(-c2ccccc2)n1C (stereo unspecified)	-8	-4	-1	0.0	0	0	0	-12	7
COc1cc(/C=N/NC(=O)c2cccc(NC(=O)c3ccccc3Cl)c2)ccc1O	7	7	-20	5.2	0	2	11	-4	-11
CC(=O)NC1C(Oc2ccc(C=O)cc2)OC(COC(C)=O)C(OC(C)=O)C1OC(C)=O (stereo unspecified)	-4	2	5	0.4	7	-1	1	7	7
Cc1ccc(/C=N/NC(=O)c2cc(C)oc2C)cc1	-13	-1	-3	0.1	14	2	0	0	1
COc1ccc(-c2cc(C(F)F)n3ncc(C(=O)N4CCN(C(=O)c5ccco5)CC4)c3n2)cc1	0	-3	2	0.1	7	-4	2	-16	2
CCCn1c(SCC(=O)NC(C)c2ccccc2)n[nH]c1=O (stereo unspecified)	-10	0	7	1.1	17	0	2	7	0
C[n+]1c(/C=C/c2ccc(O)cc2)ccc2ccccc21	-9	6	2	-0.5	12	-4	0	-15	0

Single records, from the list above:
Entry for `COc1cc(/C=N/NC(=O)c2cccc(NC(=O)c3ccccc3Cl)c2)ccc1O` → CHO-K1 Ca antag: 7; M5 antag: 7; M5 PAM: -20; CHO-K1 Ca ag: 5.2; CHO-K1 Ca PAM: 0; CHRM5 agonist: 2; M4 ag: 11; M4 antag: -4; M4 PAM: -11
Entry for `CCOC(=O)Cn1c2ccccc2c2nc(C)sc21` → CHO-K1 Ca antag: -19; M5 antag: 2; M5 PAM: 7; CHO-K1 Ca ag: 1.1; CHO-K1 Ca PAM: 18; CHRM5 agonist: -3; M4 ag: 1; M4 antag: -11; M4 PAM: 7

Other results follow:
SMILES	CHO-K1 Ca antag	M5 antag	M5 PAM	CHO-K1 Ca ag	CHO-K1 Ca PAM	CHRM5 agonist	M4 ag	M4 antag	M4 PAM
Cc1occc1C(=O)NCc1cccc(CNC(=O)c2ccoc2C)c1	-6	-3	1	-0.4	7	2	0	3	3
CC(=O)N1c2ccc(S(=O)(=O)N3CCCCC3)cc2CC1C(=O)Nc1ccc(C)cc1 (stereo unspecified)	-14	3	1	0.4	5	-5	2	-4	6
COC(=O)C1=C(C)N(CCCC(=O)O)C(=O)NC1c1ccc(OC)cc1 (stereo unspecified)	8	11	-4	4.3	-4	2	0	5	4
Clc1cccc(CSc2nnc(-c3c[nH]c4ccccc34)o2)c1	-11	-4	-8	0.3	10	-8	1	3	5
CCOc1ccccc1NC(=O)c1cc(-c2cc(OC)c(OC)c(OC)c2)nc2ccccc12	0	14	-8	2.7	6	-2	12	1	-6
O=C1c2ccccc2-c2n[nH]c3cccc1c23	-6	5	-4	0.3	11	-4	1	13	-8
Cc1ccccc1NC(=O)c1c(F)c(F)c(F)c(F)c1F	-15	-2	4	0.0	3	-5	0	5	7
COc1ccc2c(c1)C(=O)CC(c1ccc3c(c1)OCCO3)O2 (stereo unspecified)	-9	13	-9	1.1	13	-8	2	-13	-6
CC(C)(C)n1nnnc1C(c1cccc(C#N)c1)N1CCN2CCCC2C1 (stereo unspecified)	-4	-3	2	-0.5	9	-6	0	-3	-1
C/C(=N\NC(=O)C1CC1)c1ccccc1Br	-9	-4	6	1.8	25	-4	0	-8	3
COc1ccc(S(=O)(=O)N(C)CC(=O)NCCCN2CCOCC2)cc1Cl	10	8	12	-0.2	-25	-1	0	-7	1
CCOP(=O)(c1ccc(N(C)C)cc1)C(O)c1cc(OC)c(OC)c(OC)c1 (stereo unspecified)	-4	-6	4	0.8	20	0	0	16	8
Cc1ccc2c(c1C)NC(C(=O)O)C1CC=CC21 (stereo unspecified)	0	-17	12	0.0	12	4	0	13	6
O=C(CSc1nnc(Cc2cc(=O)[nH]c(=O)[nH]2)n1-c1ccccc1)N1CCCc2ccccc21	4	-4	-1	3.4	-4	-2	0	-5	9
Cc1nnc(SCC(=O)Nc2sccc2C#N)n1Cc1ccccc1	-10	-1	-2	1.0	26	2	1	-2	4
CC1CN(S(=O)(=O)c2ccc(C(=O)NN3CCN(C)CC3)cc2)CC(C)O1 (stereo unspecified)	8	8	13	0.4	-6	-2	1	3	1
COc1ccc(C(C(=O)NC2CCCCC2)N(C(=O)CCl)c2ccc(OC)cc2)cc1 (stereo unspecified)	-3	-7	2	0.8	14	0	1	5	7
CCN(C(=O)CSc1nc(N)cc(N)n1)C1CCS(=O)(=O)C1 (stereo unspecified)	0	3	3	-0.3	16	-4	1	1	2
O=C(CSc1n[nH]c(=O)n1C1CC1)N1N=C(c2ccc(Cl)cc2)CC1c1ccco1 (stereo unspecified)	-10	2	-5	1.9	7	-3	2	11	-24
CCC(=O)N1CCN(c2ccccc2NC(=S)NC(=O)c2ccco2)CC1	-9	8	-7	4.8	11	1	13	-3	-5

2 records drawn at random from those above:
SMILES	CHO-K1 Ca antag	M5 antag	M5 PAM	CHO-K1 Ca ag	CHO-K1 Ca PAM	CHRM5 agonist	M4 ag	M4 antag	M4 PAM
O=C(CSc1n[nH]c(=O)n1C1CC1)N1N=C(c2ccc(Cl)cc2)CC1c1ccco1 (stereo unspecified)	-10	2	-5	1.9	7	-3	2	11	-24
O=C(CSc1nnc(Cc2cc(=O)[nH]c(=O)[nH]2)n1-c1ccccc1)N1CCCc2ccccc21	4	-4	-1	3.4	-4	-2	0	-5	9

Source: PubChem

No enrichment for hits; any-hit rate near 2.7%.
